GPR55 activation = selective activators of receptor GPR55 – imaging, U2OS cells, beta-arrestin-GFP redistribution, primary screen (AID 1961); 290,000 tested, 0.048% active; one-dose activation, % at 10 µM; EC50 in µM for titrated hits; U2OS GPR55 beta-arrestin-GFP redistribution imaging; higher % means a stronger effect;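 active = activation above 40% with more than 50 cells counted in the well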;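 also: U2OS osteosarcoma cells stably expressing GPR55 and beta-arrestin-GFP; plate controls were DMSO negative control for no effect and LPI positive control for full effect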
GPR55 LPI antagonism = GPR55 antagonists blocking LPI-driven arrestin recruitment, primary screen, imaging, U2OS, beta-arrestin-GFP, LPI agonist (AID 2013); U2OS GPR55 beta-arrestin-GFP translocation imaging, LPI antagonism; higher % means a stronger effect; inhibition, % at 10 µM, or IC50 in µM where a hit was titrated; 290,000 tested, 0.13% active;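 active = spots per cell inhibited over 60%, with over 100 cells counted and total cytoplasm intensity under 500,000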;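 also: U2OS cells stably carrying GPR55 and arrestin-GFP stimulated by 5 µM LPI near EC80; imaged beta-arrestin-GFP aggregate spots per cell after agonist stimulation; plate controls were LPI-stimulated DMSO wells for no effect and DMSO wells without LPI for full effect; some results filed as inactive read as strong as hits; confirmed hits need IC50 under 10 µM and bright autofluorescent wells are also inconclusive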
HEK293 NOD2/NF-kB = inhibition of NOD2-driven NF-kB reporter – cell-based, luminescence, uHTS, HEK293 (AID 1566) | HEK293 NOD2/NF-kB luciferase reporter, luminescence; higher % means a stronger effect | 290,000 tested, 0.63% active | one-dose inhibition, % at 4 µM; EC50 in µM for titrated hits; also: many of its hits are not listed in these tables
HIV peptide binding = inhibitors of HIV fusion peptide binding, primary screen, biochemical, uHTS, fluorescence dequenching (AID 1986); inhibition, % at 20 µM, or IC50 in µM where a hit was titrated; cell-free peptide binding, fluorescence dequenching, 30 min; higher % means a stronger effect; 290,000 tested, 0.3% active; in the data active = inhibition mostly above about 52%, no sharp cut-off; inactive = mostly below about 76%; also: some results filed as inactive read as strong as hits
SV40 large T antigen = TAg ATPase/helicase activity blockers – biochemical (AID 1903); SV40 large T antigen ATPase/helicase inhibition assay; higher % means a stronger effect; inhibition, % at 20 µM; hits with a dose series show IC50 in µM; 310,000 tested, 0.39% active; in the data active = a potency from the dose series; also: strong numbers were not always called active
KOR beta-arrestin-1 = KOR agonists, beta-arrestin recruitment, primary screen, cell-based, luminescence, uHTS (AID 1777); 280,000 tested, 0.02% active; activation, % at 10 µM, or EC50 in µM where a hit was titrated; KOR beta-arrestin recruitment, luminescence; higher % means a stronger effect; in the data active = activation above about 50%, passing the limit was not always enough; also: a part of the inactive calls stands beside numbers as strong as those of hits
NOD1 inhibition = NOD1 signaling inhibitors, primary screen, cell-based, luminescence, uHTS (AID 1578); NOD1-driven NF-kB luciferase reporter cells, luminescence; higher % means a stronger effect; one-dose inhibition, % at 4 µM; EC50 in µM for titrated hits; 290,000 tested, 1% active; in the data active = inhibition mostly above about 36%, no sharp cut-off; inactive = mostly below about 34%;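 also: HEK-293T reporter cells stimulated with the NOD1 agonist gamma-tri-DAP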
MgcRacGAP inhibition = MgcRacGAP GTPase-activating activity inhibitors, confirmation, biochemical, ADP Hunter fluorescence. MgcRacGAP-stimulated Rac1 GTP hydrolysis, ADP Hunter fluorescence; higher % means a stronger effect; GST-tagged Rac1 F28L mutant substrate. 340,000 tested, 0.6% active. inhibition, % at 30 µM; hits with a dose series show IC50 in µM. AID 624330;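 active = first-screen hits whose inhibition reached a set limit at any dose in the follow-up dose series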;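 also: fluorescence reports GDP produced by GAP-driven GTP hydrolysis; strong numbers were not always called active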
KOR beta-arrestin-2 = kappa opioid receptor blockers – cell-based, luminescence, uHTS (AID 1778); KOR beta-arrestin recruitment, luminescence, antagonist mode; higher % means a stronger effect; 290,000 tested, 0.091% active; one-dose inhibition, % at 10 µM; IC50 in µM for titrated hits; also: strong numbers were not always called active
Starred values were filed as active, the others as inactive; / = not tested or not shown; [ ] = dose if it differs, or a comment. Rule as the data show it, unless noted: active = inhibition above about 50%; inactive = the rest. A portion of the library, so the mix of outcomes need not match the whole.

SMILES	GPR55 activation	GPR55 LPI antagonism	HEK293 NOD2/NF-kB	HIV peptide binding	SV40 large T antigen	KOR beta-arrestin-1	NOD1 inhibition	MgcRacGAP inhibition	KOR beta-arrestin-2
COc1ccc(/C=C/c2nc3cc(-c4ccccc4)ccc3o2)cc1O	-0.3%	-1%	12%	1.5%	16%	-3.2%	7%	13%	8%
Cc1nn(C)cc1C(C)NC(=O)c1cc(COc2cccc3cnccc23)on1 (stereo not drawn)	-0.1%	-10%	37%	-0.3%	5%	2.8%	14%	5%	-13%
CSCc1ccc(C(=O)N2CCC(CCC(=O)N(C)Cc3ccccc3)CC2)o1	0.2%	0%	9%	2.2%	8%	0.0%	-3%	5%	-7%
NC(N)=NC(N)=Nc1ccc(SC(F)(F)F)cc1	-0.1%	-4%	14%	-0.5%	10%	-0.8%	-21%	10%	5%
NC(=O)CN1C(=O)C2C3C=CC(C3)C2C1=O (stereo not drawn)	-0.2%	-10%	-1%	-1.3%	13%	0.8%	1%	9%	-86%
O=C1CCC(CCC(=O)N2CCCC(C(=O)c3cccc(C(F)(F)F)c3)C2)=NN1 (stereo not drawn)	0.3%	4%	2%	-0.2%	68%	-0.5%	-6%	-13%	4%
CCCOc1ccc2c(=O)c(N3C(=O)c4ccccc4C3=O)c(C)oc2c1	0.2%	4%	26%	3.5%	4%	-2.0%	29%	7%	0%
O=C(CCN1C(=O)c2ccccc2C1=O)N1CCOCC1	-0.4%	-3%	6%	-1.0%	16%	-1.5%	-25%	3%	-25%
CCN(CC)S(=O)(=O)c1cc(NC(=O)CCCOc2ccc(C(C)=O)cc2)ccc1C	-0.2%	3%	25%	3.0%	-1%	1.7%	6%	7%	10%
CC(C)OC(=O)/C(=C\c1cccc2ccccc12)NC(=O)c1ccccc1	0.2%	49%	-15%	-0.7%	2%	-3.4%	-13%	5%	32%
COc1cc(NC(=O)C2CCN(S(=O)(=O)c3cccnc3)CC2)cc(OC)c1OC	-0.2%	9%	-11%	-2.6%	10%	1.7%	-31%	12%	16%
CCN(C(=O)Nc1ccccc1OC)c1c(N)n(Cc2ccccc2)c(=O)[nH]c1=O	0.2%	5%	15%	-1.2%	-1%	0.1%	-8%	8%	-3%
O=C(CCc1ccccc1)Nc1ccnn1C1CCN(Cc2ccc(OCCO)cc2)CC1	-0.1%	-15%	2%	1.4%	1%	2.0%	-10%	-15%	13%
COC(=O)C1=C(C)Nc2nc3ccccc3n2C1c1cc(OC)c(OC)c(OC)c1 (stereo not drawn)	-0.1%	-2%	-12%	-1.1%	10%	1.9%	-11%	/	-6%
Cc1ccccc1Cn1c(=N)n(CC(=O)c2ccco2)c2ccccc21	0.6%	24%	6%	0.9%	10%	6.9%	16%	9%	17%
Cc1ccc(S(=O)(=O)/C(C#N)=C/c2c(N3CCC(C(N)=O)CC3)nc3c(C)cccn3c2=O)cc1	-0.2%	1%	19%	-2.7%	1%	2.6%	7%	7%	-25%
Cc1ccc(NC(=O)C2CCN(S(=O)(=O)c3c(C)noc3/C=C/N(C)C)CC2)cc1	-0.2%	-7%	14%	-1.2%	1%	1.9%	-16%	8%	-2%
CC(=O)CCc1oc2ccc(NC(C)=O)cc2c1-c1ccc(C)o1	-0.1%	-9%	-6%	-1.4%	1%	2.9%	-11%	11%	-28%
N[C@@H](Cc1ccccc1)c1nnc(SC/C=C/c2ccccc2)o1	-0.3%	1%	26%	-1.0%	6%	3.9%	8%	13%	-6%
COc1cc(-c2c(C#N)c(N)nc3[nH]c(=S)[nH]c(=O)c23)ccc1O	0.3%	11%	-7%	-1.1%	22%	-2.8%	-4%	/	12%

Results in SV40 large T antigen, NOD1 inhibition and KOR beta-arrestin-1 (2 entries from above):
mol	SV40 large T antigen	NOD1 inhibition	KOR beta-arrestin-1
CC(=O)CCc1oc2ccc(NC(C)=O)cc2c1-c1ccc(C)o1	1%	-11%	2.9%
N[C@@H](Cc1ccccc1)c1nnc(SC/C=C/c2ccccc2)o1	6%	8%	3.9%

More records.
SMILES	GPR55 activation	GPR55 LPI antagonism	HEK293 NOD2/NF-kB	HIV peptide binding	SV40 large T antigen	KOR beta-arrestin-1	NOD1 inhibition	MgcRacGAP inhibition	KOR beta-arrestin-2
COCc1cc(C)nc(OCC(=O)N/N=C/c2ccc(OC)c(OC)c2)c1C#N	0.0%	7%	0%	-0.9%	6%	-0.7%	-24%	12%	14%
CCOc1ccc(S(=O)(=O)Nc2nc3ccccc3nc2-n2ccc(=NC(=O)c3ccccc3C)cc2)cc1	0.0%	3%	-10%	43%	25%	-2.3%	-8%	8%	-5%
Cc1ccc(S(=O)(=O)N(Cc2ccccc2)c2ccccc2C(=O)Nc2ccccc2C(=O)NCc2ccco2)cc1	0.2%	10%	-128%	-0.6%	20%	0.1%	-11%	10%	26%
CCOc1ccc(CCNS(=O)(=O)c2ccc3c(c2)N(C(C)=O)CCO3)cc1OCC	-0.1%	-5%	13%	2.1%	2%	-3.5%	22%	10%	-41%
O=C(NC(=S)Nc1ccccc1)c1csnn1	0.7%	-6%	0%	-0.8%	2%	2.7%	-14%	3%	-30%
CCNC(=O)C12CCC(C)(c3nc4cc(C)c(C)cc4nc31)C2(C)C (stereo not drawn)	-0.1%	7%	21%	-2.2%	2%	-1.5%	-4%	4%	-12%[20 µM]
Cn1nc(C(F)(F)F)c2cc(C(=O)Nc3ccc(Cl)cc3)sc21	-0.1%	13%	20%	4.4%	-1%	0.9%	-8%	4%	-50%
Cc1cc(NCc2ccccn2)n2c(nc3ccccc32)c1C#N	-0.1%	-8%	10%	3.4%	-7%	/	-40%	12%	19%[20 µM]
CCCCN1CC2=C(C1=O)C(c1ccc(O)cc1)NC(=O)N2C (stereo not drawn)	0.1%	-3%	-1%	0.1%	6%	0.9%	-19%	4%	-7%
Cc1ccc(Cc2c(C)nc3nc(SCC(=O)NCc4ccco4)nn3c2C)cc1	-0.1%	-18%	-27%	0.9%	36%	1.1%	-18%	9%	-40%
O=C(NC(Cc1ccccc1)C(=O)O)/C(=C/c1ccccc1)NC(=O)c1ccccc1 (stereo not drawn)	0.3%	0%	15%	3.2%	3%	0.3%	-7%	6%	2%
CC(=O)c1c(-c2ccc(C)cc2)nc2c3ccccc3ccn12	-0.1%	8%	9%	-2.0%	4%	-3.4%	27%	7%	-10%[20 µM]
C=C(C)c1cccc(C(C)(C)NC(=O)Nc2ncccn2)c1	-0.1%	15%	5%	0.9%	0%	-1.1%	-12%	7%	3%
Cc1ccc(NC(=O)CNS(=O)(=O)c2ccc(F)cc2)cc1C	-0.1%	-2%	7%	-0.5%	3%	-0.1%	-43%	-1%	13%[20 µM]
COc1cc2c(cc1OC)C1(CCCC1)CNC2c1ccc([N+](=O)[O-])cc1 (stereo not drawn)	0.1%	6%	-8%	-0.1%	6%	-1.4%	-40%	-5%	-8%
Cc1cccn2c(=O)c3cc(C(=O)NCc4cccnc4)c(=N)n(C)c3nc12	-0.2%	10%	-6%	-1.4%	/	-1.3%	9%	/	7%
CCOC(=O)Cc1nn(CCc2ccccn2)c(=O)c2ccccc12	-0.2%	-10%	-4%	-1.5%	7%	8.0%	-21%	9%	-1%
CCCCCCCn1c(C)nnc1-c1cnn(C)c1N	-0.3%	20%	8%	-0.1%	5%	-12%	-30%	6%	0%
COc1ccc(C(=O)NNC2=NC(C)(C)Cc3ccccc32)cc1	-0.2%	-2%	15%	0.8%	-1%	-1.9%	-7%	2%	29%
CC(C)Cn1c(=O)c2ccccc2n2c(SCC(=O)N3c4ccccc4CC3C)nnc12 (stereo not drawn)	-0.6%	-7%	14%	-2.2%	5%	2.1%	-24%	-4%	-4%
Cc1ccc([N+](=O)[O-])cc1NC(=S)NC(=O)CC(C)(C)C	-0.2%	28%	8%	-3.7%	1%	0.5%	/	6%	-4%
O=C(Cc1ccc(Cl)cc1)Nc1cccc(S(=O)(=O)Nc2ccccc2F)c1	-0.3%	15%	4%	4.7%	7%	9.1%	-13%	8%	10%
COCCNC(=S)N/N=C1\CC(C)CC(C)(C)C1 (stereo not drawn)	0.2%	0%	15%	-1.2%	15%	5.2%	-21%	8%	-3%
CN1C(=O)C(C)(C)c2cc(S(=O)(=O)NCCc3ccc(Cl)cc3)ccc21	1.1%	4%	14%	-0.2%	/	-1.7%	-14%	3%	15%[20 µM]
COC(=O)c1cccc(/C=N/NC(N)=S)c1O	0.3%	13%	3%	2.0%	14%	0.3%	-6%	14%	-7%
CCOC(=O)c1nn(-c2ccc(Cl)cc2)cc1O	-0.1%	0%	-69%	-0.5%	4%	8.3%	-14%	-6%	13%
COCCN(C(=O)CCc1ccc(OC)cc1)c1nnc(-c2ccncc2)s1	0.2%	1%	2%	-1.6%	17%	/	-24%	1%	-10%[20 µM]
COc1ccc(/C=N/NC(=S)SC)cc1OC	-0.5%	1%	-1%	-3.5%	38%	-1.7%	-35%	8%	22%
CN(C)/C(=N\O)c1c(Cl)cccc1Cl	-0.2%	13%	20%	-0.1%	6%	0.2%	5%	3%	13%
COc1ccc(NC(=O)COC(=O)C2CCC(C(C)(C)C)CC2)c([N+](=O)[O-])c1 (stereo not drawn)	-0.3%	2%	16%	-1.5%	13%	1.0%	6%	-6%	27%
O=C(CSCc1ccc(Br)cc1)NC1CC1	-0.1%	-4%	-4%	1.3%	6%	-6.1%	-26%	1%	23%[20 µM]
CCCCC(C)(O)C/C=C/[C@H]1[C@H](O)CC(=O)[C@@H]1CCCCCCC(=O)OC (stereo partly drawn)	-0.1%	-11%	-20%	33%	13%	0.7%	-45%	/	-17%
CCc1ccc(CCC(=O)Nc2ccc(C)c(C)c2)o1	-0.1%	-5%	-4%	0.0%	4%	5.5%	13%	0%	-84%
CC(C)NC(=O)c1ccc(CSCc2ccccc2Cl)o1	0.7%	-4%	21%	-1.0%	13%	-5.2%	1%	5%	13%
COc1ccccc1-c1ccc(/C=N/O)o1	-0.1%	7%	15%	-1.1%	22%	2.3%	-4%	/	17%
O=C1C2C(c3ccccc3)C=CC(c3ccccc3)C2C(=O)N1CCCO (stereo not drawn)	0.0%	3%	-22%	-1.1%	-3%	1.4%	-19%	7%	-38%
O=C(O)CC(c1ccccc1)n1cnnn1 (stereo not drawn)	0.0%	-2%	-4%	0.7%	4%	0.4%	-1%	4%	4%
C=CCC1(C#N)C(=S)NC(C)=C(C(=O)OCC)C1c1ccccc1 (stereo not drawn)	-0.1%	1%	8%	-1.6%	12%	2.8%	0%	/	25%
COc1ccccc1CNC(=O)C(NC(=O)c1ccc(C)cc1)C(C)C (stereo not drawn)	0.7%	17%	16%	2.5%	1%	-1.6%	0%	-4%	-26%
Cc1cc(NC(=O)CO/N=C/c2ccc3c(c2)OCO3)ccc1Br	0.2%	9%	-26%	0.8%	11%	1.5%	-41%	10%	-239%[20 µM]

Screening results (PubChem)
